# Dengue inhibitors – antivirals protecting cells from dengue CPE – CPE readout, HTS (AID 540333) | Dengue virus CPE inhibition in host cells; stronger effect = higher value | CPE inhibition, % at 20 µM | actives 3.1% (n = 10,000); in the data active = CPE inhibition mostly above about 9.1%, no sharp cut-off; inactive = mostly below about 7.2%
# * marks the source's active call; other numbers are inactive results; i = inactive. Not all compounds are listed. The share of hits here may be higher or lower than overall.
SMILES,Dengue inhibitors
O=C1NC(=Nc2ccccc2)c2c1cccc2[N+](=O)[O-],0.5
CCOC(=O)c1ccccc1NC(=O)c1cn(-c2ccc(OC)cc2)c(=O)c2ccccc12,i
O=C(COC(=O)CCSc1ccc(Cl)cc1)NCc1ccccc1Cl,i
CCOC(=O)Cc1cc(-c2ccc(OC)cc2)nc2ccc3ccccc3c12,0.7
COCCn1c(SCC(=O)Nc2ccccc2C)nc2c(oc3ccccc32)c1=O,4.8
C=CCn1c(SCc2csc(-c3ccc(C)cc3)n2)nnc1-c1ccccc1OC,3.0
O=C(COC(=O)C1CCN(S(=O)(=O)c2ccc3c(c2)OCCO3)CC1)Nc1ccc(C(F)(F)F)cc1,i
Cc1cc(Oc2ccc(C)c(Cl)c2)nc(SCC(=O)c2ccccc2)n1,1.0
O=C(NC1CCCCC1)c1cc(Cl)nc2ccccc12,0.1
Cc1ccc(C)c(NC(=O)COc2cccc3c2CCN(Cc2ccccc2)C3=O)c1,0.4
CCc1cc(=O)oc2cc3occ(C)c3cc12,0.3
O=C(Nc1cccnc1)/C(N=Nc1c(Cl)cccc1Cl)=C(\O)c1ccccc1,4.4
CC(=O)NS(=O)(=O)c1ccc(NC(=O)CN2C(=O)C3C4C=CC(C4)C3C2=O)cc1 (centres undefined),0.3
COCCn1c(=O)[nH]c(=O)c2c1nc(-c1ccc(-c3ccc(Cl)cc3[N+](=O)[O-])o1)n2Cc1ccccc1,0.2
CNC(=S)N/N=C(\C)c1ccc2c(c1)OCCO2,0.4
Cc1sc(N2C(=O)C3C4C=CC(C4)C3C2=O)c(C#N)c1C (centres undefined),1.4
Cc1ccc(C)c2[nH]c(=O)c(CN(Cc3cccs3)C(=S)NCc3ccco3)cc12,0.2
Cc1ccc(CN2CCN(/N=C/c3cccnc3)CC2)cc1,i
O=C(N/N=C/c1ccc(Br)cc1)c1ccc(F)cc1,i
COc1cc(NC(=O)CSc2ccccc2)c(C(=O)O)cc1OC,i
COc1ccc(C(C)C)cc1S(=O)(=O)n1ccnc1C,1.2
CC(=O)N/C(=C\c1ccc(F)cc1)C(=O)N(C)C,i
O=c1oc2ccccc2cc1-c1nc2c(s1)CCc1ccccc1-2,i
CC(=O)N(C)c1ccc(NC(=O)COc2ccc(Br)cc2C)cc1,0.1
CC(C)(C)[C@@H]1CCC(=O)N(CC[C@H](Sc2ccccc2)c2ccccc2)CC1,1.5
SMILES,Dengue inhibitors
COc1ccc(CCNC(=O)COc2ccc(-c3ccc(C#N)cc3)cc2)cc1,i
CCCNC(=O)c1ccc(N2CCC3(CC2)CC(c2ccccc2)=NO3)c(NC(=O)c2ccccc2)c1,0.6
Cn1c(SCC(=O)c2ccc3c(c2)Cc2ccccc2-3)nnc1-c1cccc(N)c1,0.5
C/C=C/c1ccc(OCCCCOc2ccccc2C(C)=O)c(OC)c1,1.6
O=C(Nc1ncn[nH]1)c1ccc(Cl)c(S(=O)(=O)Nc2ccc(Cl)cc2)c1,i
O=c1oc2ccccc2cc1-c1csc(NN=C2CCCC2)n1,0.1
Cn1c(N)c(C(=O)COC(=O)CNS(=O)(=O)c2cccc(Cl)c2)c(=O)n(C)c1=O,0.3
Cc1ccc(OCc2ccc(C(=O)O)o2)c([N+](=O)[O-])c1,i
CCC(=O)Nc1ccc2ccccc2c1,1.6
Cc1c(NC(=O)C(=O)/C=C(\O)c2ccc(Br)cc2)c(=O)n(-c2ccccc2)n1C,i
COc1cc(CNc2ccc(O)cc2)cc(Br)c1OCc1ccccc1F,1.4
c1ccc(C[C@H]2CN=C(Nc3ccccc3)N2CCCC2CCCCC2)cc1,2.5
O=C(CCSCc1ccc(Cl)cc1)NCCc1ccccc1,i
O=C1CN(C(=O)COc2ccc(Br)cc2F)c2ccccc2N1,i
O=C(O)c1cc2c(cc1Br)OCCCO2,i
COc1ccc(NS(=O)(=O)c2cc(NC(=O)CNC(=O)c3cccc(OC)c3)ccc2C)cc1,0.3
Cc1ccc([N+](=O)[O-])cc1S(=O)(=O)NCCc1c(C)[nH]c2c(C)cccc12,0.0
C/C(=N/NC(=O)c1sc(NS(=O)(=O)c2ccccc2)nc1C)c1ccc(F)cc1,i
CCCn1c(C)cc(/C=C(\C#N)C(=O)OCC(=O)Nc2ccc(OC)c(Cl)c2)c1C,0.3
CC1S/C(=N/N=C/c2cccs2)NC1=O (centres undefined),0.9
CCn1c(SCC(=O)N/N=C/c2cc(OC)c(OC)c(OC)c2)nc2ccccc21,0.2
COc1ccc(-n2c(CNc3ccc(C)cc3)nnc2SCc2ccccc2)cc1,13*
O=[N+]([O-])c1ccccc1-c1cc(-c2ccccc2O)n[nH]1,i
O=C(CSc1nnc(SCc2ccccc2)s1)N/N=C/C=C/c1ccco1,0.1
Fc1ccc2c(c1)C(c1cccnc1)=NNC(c1cccs1)=N2,0.4
SMILES,Dengue inhibitors
COc1cc(NC(=O)COC(=O)Cc2ccc(-c3ccccc3)cc2)cc(OC)c1,i
COc1ccccc1C1=CC(=O)CC(C)(C)C1=O,i
CCOC(=O)NN1C(=O)c2ccccc2NC1c1cccc(O)c1 (centres undefined),0.5
CC(C)c1ccc(S(=O)(=O)c2cc3cc(Br)ccc3oc2=O)cc1,0.4
COCc1nnc(NC(=O)c2cc(OC)c(OC)cc2[N+](=O)[O-])s1,0.9
COc1ccc(-c2c(-c3ccccc3OC)oc3ccccc23)cc1F,1.0
Cc1ccc(/C=N/NC(=S)N2CCOCC2)cc1,i
O=C(CN1CCCc2ccccc21)N/N=C/c1ccc(O)cc1O,i
O=[N+]([O-])c1ccc2c(c1)C=C1CCCCC1(N1CCCCC1)O2 (centres undefined),i
COc1ccc(CNC(=O)CN(CCC(C)C)S(=O)(=O)c2ccc3c(c2)OCCO3)cc1,1.3
CC(=O)c1ccc(NC(=O)COC(=O)c2ccccc2Nc2ccccc2)cc1,1.2
CC1(C)CN(O)CCN1O,0.6
COc1ccccc1NS(=O)(=O)c1ccc(NC(=O)Cc2cccs2)cc1,0.3
COc1ccc(CN(C)CC(=O)Nc2ccccc2C(F)(F)F)c(OC)c1,i
COc1cccc(NC(=S)NCc2ccco2)c1,i
Cc1cccc(NC(=S)N=Nc2c(O)[nH]c3ccccc23)c1,i
O=C(CCC1CCCC1)Nc1ccc([N+](=O)[O-])cn1,i
Cc1nc2ccc(NC(=O)CCS(=O)(=O)c3ccc(Cl)cc3)cc2s1,0.3
S=C(NCCc1ccccc1)N/N=C/c1ccccc1Cl,18*
COc1cccc(/C=N/NC(=O)c2cc3c(OC)cccc3[nH]2)c1O,i
CCOC(=O)c1c(C)[nH]c(C(=O)N/N=C/c2cccc(OC)c2)c1C,2.0
CC(C)(C)CNC(=O)c1cccc2c1C(=O)c1ccc(N3CCCC3)cc1S2(=O)=O,0.0
NS(=O)(=O)c1ccc(NC(=S)NCc2ccccc2)cc1,0.5
CC(Cl)C(=O)Nc1ccccc1C#N (centres undefined),1.3
CC(=O)Nc1ccc(NC(=S)NC(=O)c2ccc([N+](=O)[O-])c(C)c2)cc1,0.2

# By substructure: those above with a cyano group (four)
SMILES,Dengue inhibitors
Cc1sc(N2C(=O)C3C4C=CC(C4)C3C2=O)c(C#N)c1C (centres undefined),1.4
COc1ccc(CCNC(=O)COc2ccc(-c3ccc(C#N)cc3)cc2)cc1,i
CCCn1c(C)cc(/C=C(\C#N)C(=O)OCC(=O)Nc2ccc(OC)c(Cl)c2)c1C,0.3
CC(Cl)C(=O)Nc1ccccc1C#N (centres undefined),1.3

# Additional entries:
SMILES,Dengue inhibitors
CCOC(=O)C1=C(C)N(C)C(=S)NC1c1ccc(Cl)cc1 (centres undefined),2.2
CCOC(=O)NNC1CC(=O)N(c2ccccc2)C1=O (centres undefined),0.4
CCn1cc(CN(C)S(=O)(=O)c2ccc3ccccc3c2)c(C)n1,0.9
CN(CC(=O)Nc1ccc(S(=O)(=O)N2CCCC2)cc1)Cc1ccc(Cl)cc1Cl,13*
N#C/C(=C\c1cn(Cc2ccc(C#N)cc2)c2ccccc12)C(=O)NCc1cccs1,0.7
CSC(SC)=C(C(C)=O)C(=O)c1ccc(C)cc1,0.5
O=[N+]([O-])c1cc(S(=O)(=O)N2CCCC2)ccc1NN=C1CCCC1,0.1
CCNC(=S)N1CCN(c2ccccc2OCC)CC1,0.5
CCn1nc(C(=O)OCC(=O)Nc2ncc(Cl)c(C)c2Cl)c2ccccc2c1=O,0.3
CCc1cc(-c2n[nH]c(=S)n2CC(C)C)cs1,0.0
CCN(CC)C(=S)SCC(=O)c1c(C)[nH]c2ccccc12,i
O=C(CNC(=O)c1ccc2ccccc2c1)OCC(=O)N1CCN(S(=O)(=O)c2ccc3ccccc3c2)CC1,i
Cc1ccc(Nc2ccc(S(=O)(=O)N3CCOCC3)cc2[N+](=O)[O-])c(C)c1,3.9
C=CCN(c1ccc(C(=O)Nc2ccc(C)c(C)c2)cc1)S(C)(=O)=O,i
O=C(NNc1nc2ccccc2s1)Nc1ccccc1,i
O=C(O)CCCC(=O)NNc1ncnc2ccccc12,0.0
Cc1ccc(-c2nc(N)sc2CC(=O)OCC(=O)NC2CCCC(C)C2C)cc1 (centres undefined),0.7
CN(C)CCNc1ccc(Cl)cc1[N+](=O)[O-],0.6
O=c1c2ccccc2cnn1Cc1n[nH]c(=S)n1-c1cc(Cl)cc(Cl)c1,i
CCCN1C(=O)c2cccc3c(N4CCCCC4)ccc(c23)C1=O,i
CC1CN(CCOc2ccccc2-c2ccccc2)CC(C)O1 (centres undefined),0.2
CCN(CC)S(=O)(=O)c1ccc(Cl)c(NC(=O)c2ccc(C#N)cc2)c1,i
NC(=O)Cc1nc(-c2ccccc2)cs1,i
O=C(NCc1ccco1)c1ccc(Cl)c(S(=O)(=O)N2CCc3ccccc32)c1,1.4
CCN(CC)C(=O)Oc1ccc(Br)c2ccccc12,i

# Pulled by structure from above (two):
SMILES,Dengue inhibitors
N#C/C(=C\c1cn(Cc2ccc(C#N)cc2)c2ccccc12)C(=O)NCc1cccs1,0.7
O=C(CNC(=O)c1ccc2ccccc2c1)OCC(=O)N1CCN(S(=O)(=O)c2ccc3ccccc3c2)CC1,i

# By substructure: the entries above containing a furan ring, fused or not
SMILES,Dengue inhibitors
COCCn1c(SCC(=O)Nc2ccccc2C)nc2c(oc3ccccc32)c1=O,4.8
CCc1cc(=O)oc2cc3occ(C)c3cc12,0.3
COCCn1c(=O)[nH]c(=O)c2c1nc(-c1ccc(-c3ccc(Cl)cc3[N+](=O)[O-])o1)n2Cc1ccccc1,0.2
Cc1ccc(C)c2[nH]c(=O)c(CN(Cc3cccs3)C(=S)NCc3ccco3)cc12,0.2
Cc1ccc(OCc2ccc(C(=O)O)o2)c([N+](=O)[O-])c1,i
O=C(CSc1nnc(SCc2ccccc2)s1)N/N=C/C=C/c1ccco1,0.1
COc1ccc(-c2c(-c3ccccc3OC)oc3ccccc23)cc1F,1.0
COc1cccc(NC(=S)NCc2ccco2)c1,i
O=C(NCc1ccco1)c1ccc(Cl)c(S(=O)(=O)N2CCc3ccccc32)c1,1.4

# Given bar-delimited: entries from further up.
Structure | Dengue inhibitors
CC(=O)N(C)c1ccc(NC(=O)COc2ccc(Br)cc2C)cc1 | 0.1
CC(C)(C)[C@@H]1CCC(=O)N(CC[C@H](Sc2ccccc2)c2ccccc2)CC1 | 1.5
COc1ccc(CCNC(=O)COc2ccc(-c3ccc(C#N)cc3)cc2)cc1 | i
CCCNC(=O)c1ccc(N2CCC3(CC2)CC(c2ccccc2)=NO3)c(NC(=O)c2ccccc2)c1 | 0.6
Cn1c(SCC(=O)c2ccc3c(c2)Cc2ccccc2-3)nnc1-c1cccc(N)c1 | 0.5
C/C=C/c1ccc(OCCCCOc2ccccc2C(C)=O)c(OC)c1 | 1.6
O=C(Nc1ncn[nH]1)c1ccc(Cl)c(S(=O)(=O)Nc2ccc(Cl)cc2)c1 | i

# (list continues)
SMILES,Dengue inhibitors
N#Cc1ccc(C(=O)Nc2cc(S(=O)(=O)Nc3ccc(Cl)cc3)ccc2N2CCCCC2)cc1,7.5*
CCOC(=O)c1ccc(-n2ccnc2)c(NC(=O)c2ccc(Cl)cc2)c1,i
O=S(=O)(ON(c1ccccc1)S(=O)(=O)c1ccccc1)c1ccccc1,i
CCCS(=O)(=O)Nc1c(OC)ccc2c1c(C(=O)OCC)c(C)n2C,i
CC(C)CCN1CCC(Cc2ccccc2)(NC(=O)c2ccccc2)C1=O (centres undefined),i
CCN(CC)S(=O)(=O)c1cc(C(=O)OCC(=O)Nc2cccc(C)c2C)ccc1F,i
O=S(=O)(c1ccc(Cl)cc1)N1CCN(C(=S)Nc2ccc(F)c(Cl)c2)CC1,14*
O=C(CCC(=O)Nc1ccccc1)NNC(=O)C(c1ccccc1)c1ccccc1,2.0
CC(C)(C)c1ccc(NC(=O)COC(=O)c2ccc([N+](=O)[O-])s2)cc1,0.5
Cc1ccc(CN2CC(C(=O)Nc3cccc(S(=O)(=O)N4CCCCC4)c3)CC2=O)cc1 (centres undefined),i
O=C(c1cc2ccccc2oc1=O)N(c1ccc(Cl)cc1)C1C=CS(=O)(=O)C1 (centres undefined),2.7
CCc1ccc(NC(=O)Cc2ccc(-n3cccc3)cc2)cc1,0.1
O=C(Nc1nccs1)c1cccc(N2C(=O)C3C4C=CC(C4)C3C2=O)c1 (centres undefined),i
CC(C)(C)[C@@H]1C=C(C(=O)O)O[C@H](OCCCCO)C1,i
O=C(COc1ccc(C(=O)c2ccccc2)cc1)NCc1ccc(F)cc1,0.6
CN(C(=S)Nc1ccccc1)c1ccccc1,0.6
COc1cc(/C=N/NC(=S)Nc2cccc(C(=O)O)c2)ccc1O,i
Cc1ccc([N+](=O)[O-])cc1NC(=O)c1ccoc1C,0.8
Cc1cc(S(=O)(=O)N(Cc2ccc(C(C)(C)C)cc2)Cc2cccs2)ccc1-n1cnnn1,i
Cc1ccc(NN=C2c3ccccc3-c3ccccc32)cc1,0.2
O=C(/C=C/c1ccc(Cl)cc1Cl)N(Cc1ccccc1)C1CCS(=O)(=O)C1 (centres undefined),39*
